RAD54 branch: blocks human RAD54 Holliday junction branch migration | Q92698 | FAM/BHQ fluorescence | AID 602329 | 360,000 compounds, 0.14% hits | inhibition, % at 10.4 µM;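 active = mean normalized replicate activity at least 40 and at least half of replicates scoring 40 or more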;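 note: 0% = median of neutral control wells and 100% = median of positive control wells; inhibitors cause a drop in the FAM fluorescence signal; in these data hits start at about 50%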
Target sequence (Q92698 whole entry, looked up): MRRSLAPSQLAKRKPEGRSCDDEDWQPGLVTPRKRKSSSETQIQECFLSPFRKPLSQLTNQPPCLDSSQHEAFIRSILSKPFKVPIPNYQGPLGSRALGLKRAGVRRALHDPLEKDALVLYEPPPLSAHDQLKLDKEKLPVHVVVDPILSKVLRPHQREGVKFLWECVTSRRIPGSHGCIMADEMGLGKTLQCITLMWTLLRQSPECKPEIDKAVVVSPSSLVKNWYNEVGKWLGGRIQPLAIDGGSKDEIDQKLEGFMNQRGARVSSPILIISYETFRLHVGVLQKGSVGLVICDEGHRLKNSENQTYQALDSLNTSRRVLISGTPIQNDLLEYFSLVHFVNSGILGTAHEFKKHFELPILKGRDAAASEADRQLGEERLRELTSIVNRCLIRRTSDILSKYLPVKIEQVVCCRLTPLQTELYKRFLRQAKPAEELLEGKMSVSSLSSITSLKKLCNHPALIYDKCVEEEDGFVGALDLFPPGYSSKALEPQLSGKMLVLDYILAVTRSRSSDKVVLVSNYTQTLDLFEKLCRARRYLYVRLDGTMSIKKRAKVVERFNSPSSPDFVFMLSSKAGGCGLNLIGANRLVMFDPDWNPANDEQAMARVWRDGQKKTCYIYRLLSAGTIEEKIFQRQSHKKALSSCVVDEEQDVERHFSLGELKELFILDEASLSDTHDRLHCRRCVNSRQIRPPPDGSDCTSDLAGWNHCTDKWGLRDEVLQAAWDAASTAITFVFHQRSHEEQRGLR
Starred values were filed as active, the others as inactive. An excerpt, so the mix of outcomes need not match the whole.

SMILES	RAD54 branch
CC(C)(C)OC(=O)NCCCCCNC(=O)c1[nH]cnc1C(=O)N[C@@H](CCCCNC(=O)OC(C)(C)C)C(=O)OC(C)(C)C	-1.1
COc1ccc(C2CC(C(F)(F)F)n3nc(C(=O)O)c(Br)c3N2)cc1 (configuration not stated)	5.8
COc1cc(C(=O)NC(=S)Nc2cccc(-c3cc4ccccc4oc3=O)c2)cc(OC)c1OC	3.4
OCCCCNCc1ccc(OCc2ccccc2Cl)cc1	-10.4
COc1ccc(NC(=O)c2[nH]c(C)c(C(C)=O)c2C)cc1Cl	0.1
COCCN(CC(=O)NCc1ccccc1)C(=O)CCC(=O)Nc1ccccn1	-1.1
Cc1ccc(C(=O)Cn2c(C(=O)/C=C/c3ccccc3)nc3ccccc32)cc1	-2.8
CCOC(=O)N1CCN(S(=O)(=O)c2ccc3c(c2)CCN3C(=O)C2CCC2)CC1	-1.6
CC(Nc1n[nH]c(=S)[nH]c1=O)C(=O)OCc1ccccc1 (configuration not stated)	-5.9
CCn1nc(NC(=O)c2cccnc2)c2cc3cccc(C)c3nc21	-5.2
COC(=O)C1=C(C)NC(=O)NC1c1ccsc1 (configuration not stated)	5.7
CC(C)Oc1ccc(/C(O)=C2/C(=O)C(=O)N(CCN3CCOCC3)C2c2ccccc2)cc1 (configuration not stated)	4.9
Cc1ccccc1NCC(=O)N/N=C/C(Br)=C/c1ccccc1	8.3
O=C(OCC#CCSc1nc2ccccc2s1)c1ccco1	-3.4
Cc1cccc(C(=O)NC2CCN(C(=O)N3CCOCC3)CC2)c1	-3.7
O=C1C2CCCN2C(c2ccccc2F)N1c1ccc(F)cc1 (configuration not stated)	-5.7
CCNc1nc(NCC)nc(SCCOC(=O)Nc2ccccc2)n1	8.1
O=C(CCN1C(=O)c2ccccc2C1=O)N1CCN(C(=O)c2ccccc2)CC1	8.8
COC(=O)c1ccc(Oc2nc(N3CCCCC3)nc(N3CCOCC3)n2)cc1	-4.4
CC(=O)c1cccc(NC(=O)CSc2nnc(-c3cccnc3)o2)c1	-6.9
CNC(=O)COC(=O)c1cc(=O)[nH]c2ccccc12	-4.8
CC(C)Oc1ccc(N2CC(C(=O)Nc3ccccc3F)CC2=O)cc1 (configuration not stated)	-3.0
O=S(=O)(c1ccc(Cl)cc1)c1snnc1-c1ccccc1	1.6
COc1cccc(OCc2nc3ncc(Br)cc3[nH]2)c1	0.8
Cc1cnc(C(=O)OCC(=O)N(C(C)C)C(C)C)cn1	8.5
Remaining list, next part:
SMILES	RAD54 branch
CCCCC(=O)N/N=C(\C)CC(=O)Nc1cc(Cl)ccc1OC	-1.0
C/C(=N\NC(=S)Nc1cccc(C)c1)c1ccccc1	5.1
CN(c1ccc(C(=O)NCCSC(C)(C)C)cc1)S(C)(=O)=O	-7.3
CCC(C)NC(=O)CSc1nnc(-c2ccncc2)n1-c1ccc(OC)cc1 (configuration not stated)	1.5
CC(=O)N1CCN(CCN=CC2=C(O)CC(c3ccco3)CC2=O)CC1 (configuration not stated)	0.5
O=C(Cc1ccccc1)NCC(=O)N1CCCCCC1	5.1
Cc1ccc(C(=O)Oc2cccc(NC(=O)c3ccco3)c2)cc1S(=O)(=O)N1CCC(C)CC1	-5.2
COc1ccc(CNC(=O)C2COc3ccccc3O2)cc1 (configuration not stated)	2.2
COC(=O)CN(C)C1CC(=O)N(c2ccc(Cl)cc2)C1=O (configuration not stated)	-15.3
CCn1c(COc2ccccc2C)nnc1SCC(=O)CC(=O)Nc1ccccc1OC	0.7
COC(=O)c1[nH]c(C)c(/C(O)=C2\C(=O)C(=O)N(CCCN3CCOCC3)C2c2ccccn2)c1C (configuration not stated)	3.3
CCNc1nc(NC(C)C)nc(N(C#N)CCOc2ccccc2)n1	-2.7
Cc1noc(C)c1COc1ccc(C(=O)OCc2nnc(-c3ccc(Cl)cc3)o2)cc1	4.1
COc1cccc(NC(=O)N(CCCN2CCOCC2)C(C)c2cc3cccc(OC)c3o2)c1 (configuration not stated)	3.0
Cc1ccc(CC(=O)N2CCN(c3ccccn3)CC2)cc1	-3.9
CCCCc1c(C)c2ccc(OCC(C)=O)cc2oc1=O	-1.1
Nc1c(Nc2ccccc2)c2ccccc2oc1=O	1.7
c1ccc(Oc2cc(-c3ccccc3)ncn2)cc1	4.9
N#CCSc1nnc(-c2ccccc2)c(-c2ccccc2)n1	4.4
CN1C(=S)SC(/[N+]([O-])=C\c2cccs2)C1(C)C (configuration not stated)	-4.4
COC(=O)c1ccc(CSc2ncn[nH]2)o1	0.6
O=C(Nc1ccc2sc3ccccc3c(=O)c2c1)c1ccccc1Cl	-7.0
COc1nc(C)nc2c1sc(=S)n2C	-1.2
O=C1NC(Cc2c[nH]c3ccccc23)C(=O)N1c1ccc(F)cc1 (configuration not stated)	-10.3
Cc1cc2c3c(c1)C(C)(c1ccccc1)CC(C)(C)N3C(=O)C21C(C#N)=C(N)OC2=C1C(=O)CC(C)(C)C2 (configuration not stated)	3.4
Later entries
SMILES	RAD54 branch
COC1=C/C(=C/c2c(N)n3nc(CC(=O)N4CCCCC4)sc3nc2=O)C=CC1=O	-45.7
COc1cccc(C(=O)OCC(=O)Nc2ccccc2N2CCOCC2)c1	-12.5
CCOC(=O)c1c(NC(=O)c2ccc(C)cc2)sc2c1CC(C)(C)OC2	-4.0
CCN(CC)C(=O)N1CCN(S(=O)(=O)c2ccc(C)c(C)c2)CC1	5.2
COc1ccc(/C=N/NC(=O)c2nn(-c3ccc(Cl)cc3)c(=O)c3c(N)scc23)cc1	-5.8
CC(=O)c1c(C)[nH]c(C(=O)N2CCN(C(=O)c3ccco3)CC2)c1C	-7.7
O=C1CCN(Cc2nnnn2CC2CCCO2)c2ccccc2N1 (configuration not stated)	-3.5
COc1c(S(=O)(=O)n2nc(C)cc2C)ccc(Cl)c1Cl	5.4
FC(F)(F)c1cc(-c2ccco2)nc(N2CCOCC2)n1	-13.7
CCOC(=O)c1c(C)[nH]c(=S)c(C#N)c1-c1ccc(OC)cc1	-16.1
COc1ccccc1-c1cc(C(=O)Nc2sc3c(c2C#N)CCC(C)C3)c2ccccc2n1 (configuration not stated)	16.9
Cc1cc(=S)[nH]c2c(C)cccc12	-8.9
O=C(NNC(=O)c1cc(-c2ccc(Cl)cc2Cl)nc2ccccc12)Nc1ccccc1	-1.9
COCCNC(=S)N1C2CCC1CC(NC(=O)NC13CC4CC(CC(C4)C1)C3)C2 (configuration not stated)	-4.9
c1ccc2sc(N3CCOCC3)nc2c1	-7.5
CCOc1cc(C2NN=C(c3ccccc3)S2)ccc1OCc1ccccc1Cl (configuration not stated)	2.7
N#Cc1cc([N+](=O)[O-])ccc1Oc1cccc(/C=N/NC(=O)c2cccc(Cl)c2)c1	5.3
COCCN1C(=O)C(=O)/C(=C(/O)c2cccc(S(=O)(=O)N(C)C)c2)C12C(=O)N(C)c1ccccc12 (configuration not stated)	-0.8
CC1(C)CC(N2CCC(=O)N(C3CC(C)(C)NC(C)(C)C3)C2)CC(C)(C)N1	8.8
CC1CN(C(=O)CCc2ccccc2)C(C)CN1C(=O)CCc1ccccc1 (configuration not stated)	1.0
CC1(C)OC(=O)N(c2ccccc2)C12C=Cc1c(ccc3ccccc13)O2 (configuration not stated)	1.1
CNC(=O)Nc1cccc(C(F)(F)F)c1	-11.5
COc1cc(NC(=O)Cc2cccs2)cc(OC)c1	-26.9
COC(=O)c1cccc(NS(=O)(=O)c2ccc(NC(C)=O)cc2)c1C	0.7
CCOC(=O)c1nn(-c2ccc(F)cc2)c2nc(CC(C)C)c(C#N)c(=O)n12	5.3
(continued)
SMILES	RAD54 branch
COc1cccc(NC(=O)CNC(=O)c2cccs2)c1	4.5
COC(=O)/C=C(\C)NC(=O)c1ccc(F)cc1	-1.0
CCS(CC)=NS(=O)(=O)c1ccc(NC(C)=O)cc1	-3.2
CCCCNC(=O)c1ccc2c(c1)ncn2C1CCCCC1	11.5
O=C(c1ccccc1)N1CCOC12CCN(c1ncc(C(F)(F)F)cc1Cl)CC2	-4.0
CCOc1ccc2[nH]c(O)c(NC(C)=O)c2c1	-10.4
CCCCn1c(SCC(=O)Nc2cc(NC(=O)c3ccco3)ccc2C)nc2ccccc2c1=O	6.2
C=CCOc1ccc(/C=C\c2nc(O)c([N+](=O)[O-])c(=O)[nH]2)cc1OC	0.4
N#CC1=C(SCC(=O)NCc2ccccc2)NC(=O)CC1c1ccco1 (configuration not stated)	10.4
COc1ccc(C(=O)Nc2cc3c(cc2N2CCOCC2)n(C)c(=O)n3C)cc1OC	-4.7
CCN1C(=O)C(O)(CC(=O)c2ccccn2)c2ccccc21 (configuration not stated)	-1.3
Cc1c(F)cccc1NC(=O)CCC(=O)O	-9.2
Cc1ccccc1-c1cc(-c2ccccc2O)n[nH]1	8.8
COc1cccc(N2C(=O)C3CC=C(Cl)CC3C2=O)c1 (configuration not stated)	8.3
O=C1CC(c2ccc(Cl)cc2)n2nc(N3C(=O)c4ccccc4C3=O)nc2N1 (configuration not stated)	5.5
COc1ccc2c(CC(=O)N3CCc4ccccc43)coc2c1	7.9
CCOC(=O)C1CN(S(=O)(=O)c2ccc(OC)cc2)c2cc(CC(=O)OC)ccc2O1 (configuration not stated)	-2.7
COc1cc(CC(=O)OCC(=O)Nc2ccc(S(=O)(=O)N3CCCC3)cc2)cc(OC)c1OC	8.1
O=C(Cc1ccccc1)NCC(=O)OCC(=O)c1ccc(OC(=O)c2ccccc2)cc1	7.9
Oc1ccc(CN2CCN(Cc3ccccc3)CC2)c2cccnc12	-9.4
O=C(Nc1ccc(N2CCOCC2)nc1)c1ccc(Cl)cc1	-1.0
CC1=NN(C(=O)c2ccccc2Br)C(O)(c2cccnc2)C1 (configuration not stated)	-1.7
Cc1nc(SCc2ccc([N+](=O)[O-])cc2)nc2ccccc12	4.9
O=[N+]([O-])c1ccc(/C=N/n2c(COc3ccccc3)n[nH]c2=S)cc1	-12.6
Cc1cccc(N2C(=O)c3cccnc3C2=O)c1	-2.2

A stretch of the results above, for reference:
SMILES	RAD54 branch
O=C(Nc1ccc(N2CCOCC2)nc1)c1ccc(Cl)cc1	-1.0
CC1=NN(C(=O)c2ccccc2Br)C(O)(c2cccnc2)C1 (configuration not stated)	-1.7
Cc1nc(SCc2ccc([N+](=O)[O-])cc2)nc2ccccc12	4.9
O=[N+]([O-])c1ccc(/C=N/n2c(COc3ccccc3)n[nH]c2=S)cc1	-12.6

Further structures
SMILES	RAD54 branch
CC(C)OCCCNC(=O)C1CCC(CNS(=O)(=O)c2cccc3nsnc23)CC1 (configuration not stated)	-5.7
COc1ccc(C(C)=O)cc1CN1C(=O)NC2(CCCCCC2)C1=O	-1.2
O=C(Cn1nnc2c(cnn2-c2ccc(F)cc2)c1=O)c1ccccc1F	-7.7
CCCn1c(SCC(=O)OCc2ccccc2)nc2c1c(=O)n(C)c(=O)n2C	-7.1
O=C(Cn1cnc2c(nnn2Cc2ccc(F)cc2)c1=O)NCc1ccc2c(c1)OCO2	3.4
COc1ccccc1/C=N/n1c(N)c(C(=O)NC2CCCCC2)c2nc3ccccc3nc21	3.7
Cc1ccc(S(=O)(=O)/C=C2\NC(=O)CS2)cc1	-9.1
O=C1CCCC/C1=C\Nc1ccc(Cl)cn1	8.7
COc1cccc(C2C=C(c3ccc(OC)cc3OC)Nc3nnnn32)c1 (configuration not stated)	-9.6
CCOC(=O)N1CCN(C(=O)Nc2ccc3nccnc3c2)CC1	1.3
Cc1cc2n(n1)SC(Nc1cccc3ccccc13)N2 (configuration not stated)	-16.2
CCc1ccc(NC(=O)CCN2C(=O)c3cccnc3C2=O)cc1	-6.8
COc1ccc(OC)c(S(=O)(=O)Nc2c(NC3CCCCC3)c3ccccc3oc2=O)c1	-6.1
CCC(Sc1nc2cc3c(cc2c(=O)n1Cc1ccco1)OCO3)C(=O)NCCOC (configuration not stated)	-0.8
COc1ccccc1NC(=O)CSc1nc2sc(C)c(C)c2c(=O)n1Cc1ccco1	-8.9
CCOC(=O)Oc1ccc2c(c1)C(C)=CC(C)(C)N2C(=O)OCC	-16.7
O=S(=O)(NC1c2cccc3cccc(c23)C1N1CCNCC1)c1ccccc1 (configuration not stated)	-2.6
CC1CCN(CCNC(=O)CN(C)S(=O)(=O)c2cccc3nsnc23)CC1	-5.1
Cc1ccc(Cl)cc1N1CCN(C(=O)Cn2ccc3ccccc3c2=O)CC1	8.5
CC/C(=N\NC(=O)CSCc1ccc(Cl)cc1)c1ccc2c(c1)OCCO2	0.9
Cc1sc2ncnc(OCC(=O)c3ccc(S(=O)(=O)N4CCCC4)cc3)c2c1C	1.9
O=C(NCc1ccco1)[C@@H]1CSC2c3ccccc3C(=O)N21 (some centres not stated)	0.5
Cc1cc(C)n(-c2nc3c(c(=O)[nH]c(=O)n3C)n2CC(O)COc2ccccc2C)n1 (configuration not stated)	-2.3
Cc1nn(C)c(C)c1S(=O)(=O)NCc1cccs1	-25.7
COc1ccc2cc3cc(C(=O)NCC4CCCO4)oc3nc2c1 (configuration not stated)	2.1
COc1ccc(S(=O)(=O)N2CCN(Cc3cccc(Cl)c3)CC2)cc1	-0.9
CCOC(=O)c1c(C)[nH]c(C(=O)COC(=O)CCC2CCCC2)c1C	4.8
COc1ccccc1N(CC(=O)NC(C)(C)C)C(=O)Cn1nnc(-c2ccc(C)o2)n1	-0.1
Brc1cccc(Cn2c(-c3cncs3)nc3ccccc32)c1	4.5
COc1ccccc1C1(CC(=O)N2CCOCC2)CCOC(C(C)C)C1 (configuration not stated)	-18.4

Individual results from the list.
Reading of Cc1ccc(S(=O)(=O)/C=C2\NC(=O)CS2)cc1 in RAD54 branch: -9.1
Reading of COc1ccc(C(C)=O)cc1CN1C(=O)NC2(CCCCCC2)C1=O in RAD54 branch: -1.2

Quoted at random: 5 records from the list
SMILES	RAD54 branch
COc1ccc(C2CC(C(F)(F)F)n3nc(C(=O)O)c(Br)c3N2)cc1 (configuration not stated)	5.8
CCCCc1c(C)c2ccc(OCC(C)=O)cc2oc1=O	-1.1
COc1ccc(OC)c(S(=O)(=O)Nc2c(NC3CCCCC3)c3ccccc3oc2=O)c1	-6.1
COC(=O)c1ccc(CSc2ncn[nH]2)o1	0.6
COC(=O)c1[nH]c(C)c(/C(O)=C2\C(=O)C(=O)N(CCCN3CCOCC3)C2c2ccccn2)c1C (configuration not stated)	3.3

Bioassay records: PubChem, Broad Institute
